Compound activity (PubChem BioAssay)
HepG2 viability: counter-screen for TGF-b inhibitors: cytotoxicity in HepG2 cells | HepG2 CAGA-GFP viability, ATP luminescence, 18 h | Potency, µM (series often up to 46.1 µM), for inactives: top-dose activity change, negative = cytotoxicity, usual class: cytotoxic | 410,000 compounds, 0.76% hits | AID 588856; further: potency means the concentration at half of the fitted maximal effect; some results filed as inactive show a strong effect at the top dose
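CellTiter-Glo luminescence gave cytotoxicity after 18 hours at 37 degrees C. The cells were HepG2 CAGA-GFP in 1% FBS DMEM, stimulated with 500 pg/mL TGF-beta after compound addition. %Activity was normalised to no-cell wells (complete cell-killing) and DMSO (no toxicity), and curves were fitted and classified.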
CCT chaperon mod: modulators of cytosolic chaperonin (CCT/TRiC) activity; purified chaperonin ATPase assay, HTRF ADP detection, 30 min; activity change, % (concentration not given with the values), hits read low; 360,000 compounds, 0.3% hits; AID 651819; in the data active means activity change below about -30%; further: on the % scale 0 is the no-effect control and ±100 the full control effect
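TRiC (40 or 20 nM final, by batch activity) in 30 mM Tris pH 7.4, 100 mM KCl, 5 mM MgCl2, 1 mM DTT was treated with compound at 76 uM single dose, then 10 uM ATP, 30 min at 37 °C. ADP was read by HTRF Transcreener.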
Nrf2 block: blocks Nrf2 signaling; Potency, µM (highest dose often 46 µM), for the others: top-dose activity change, negative = inhibition, most hits filed as inhibitors; 360,000 compounds, 2.1% hits; A549 ARE-Fluc reporter, luciferase luminescence, 18-24 h; further: potency means the concentration at half of the fitted maximal effect; on the % scale 0 is the no-effect control and ±100 the full control effect; nearly all actives have a fitted effect of over 60% in size
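In this cell-based qHTS, ARE-driven firefly luciferase in A549 cells reports Nrf2 activity; the luminescent signal after BugLite lysis is the measured value, with a prior CellTiter-Fluor read for cell health.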
Abeta rescue: restores growth of yeast expressing A-beta42 peptide | yeast expressing A-beta42, growth rescue, OD600, 48 h; response scale: 0% DMSO, 100% iron-clioquinol control | Potency, µM (series often up to 46.1 µM), for the others: at the top dose growth rescue, usual class: activators | 410,000 compounds, 0.063% hits | AID 1347071; further: potency means the concentration at half of the fitted maximal effect; nearly all actives have a fitted effect of over 55% in size
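Yeast growth medium received pinned compounds, then yeast cells expressing toxic A-beta were added; plates incubated at 30 C for 48 hr. Growth read as absorbance at 600 nm, normalized to DMSO and equimolar FeCl3 plus clioquinol controls.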
Akt phos inh: inhibitors of Akt phosphorylation. 360,000 compounds, 0.32% hits. activity change, % for hits at 50 µM. Neuro2A IGF-stimulated pAkt S473 HTRF, 20 min; stronger effect = lower value; in the data active means activity change below about -80%; inconclusive means mostly about -51% to -80%; further: on the % scale 0 is the no-effect control and ±100 the full control effect
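Neuro2A cells in DMEM with 0.5% FBS, overnight at 37 deg C, given compound at single 50 µM final, then IGF (6 nM final) for 20 min at 37 deg C. Lysed; phospho-Akt Ser473 by HTRF after 24 h, 665/615 ratio.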
Mm-Cpn inhibitor: inhibitors of Methanococcus maripaludis chaperonin (MmCpn); purified Mm-Cpn ATPase, ADP Transcreener TR-FRET; Potency, µM (highest dose often 76.9 µM), without a hit: at the highest dose activity, negative = inhibition, actives largely listed as inhibitors; 330,000 compounds, 0.031% hits; further: potency means the concentration at half of the fitted maximal effect; on the % scale 0 is the no-effect control and ±100 the full control effect; nearly all actives have a fitted effect of over 80% in size
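Eu-cryptate anti-ADP/ADP-d2 competition gives a ratio inversely related to ADP. Enzyme at 25 nM was pre-exposed to compound for 10 min, then given 10 uM ATP for 30 min, 37°C throughout.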
Nrf2 activator: activators of Nrf2 (ARE) signaling; AREc32 ARE-luciferase reporter (MCF7-derived line), luminescence, 24 h; Potency, µM (top dose mostly 46.1 µM), for the others: top-dose activation, most hits filed as activators; 410,000 compounds, 0.31% hits; AID 624171; further: potency means the concentration at half of the fitted maximal effect; % of control where 0% means no effect; nearly all actives have a fitted effect of over 65% in size
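Quantitative high-throughput format: AREc32 reporter cells, 1000 per well, received compound by pin transfer and were incubated 24 hr at 37 deg C, 5% CO2, before Steady-Glo luminescence detection.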
TGFb SMAD3 inh: blocks TGF-b signaling. HepG2 CAGA-GFP TGF-b/SMAD3 reporter, GFP fluorescence, 18 h; TGF-beta stimulated, 500 pg/mL final. Potency, µM (doses to about 46.1 µM), without a hit: at the highest dose activity, negative = inhibition, usual class: inhibitors. 410,000 compounds, 1.2% hits. AID 588855; further: potency means the concentration at half of the fitted maximal effect; on the % scale 0 is the no-effect control and ±100 the full control effect; nearly all actives have a fitted effect of over 65% in size
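First, reporter cells (HEPG2 CAGA-GFP) rested 2 h at 37 degrees C. Next, compounds were pinned in and TGF-beta added to 500 pg/mL final. After 18 h, GFP was imaged per cell and summed per well.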
A549 viability: kills or reduces viability of A549 cells in Nrf2 counter-screen. A549 ARE-Fluc cells, CellTiter-Fluor viability, 18-24 h. Potency, µM (highest dose often 46 µM), for the others: at the highest dose activity change, negative = cytotoxicity, hits mostly inhibitors. 390,000 compounds, 0.16% hits. AID 504648; further: potency means the concentration at half of the fitted maximal effect; on the % scale 0 is the no-effect control and ±100 the full control effect
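A549 ARE-Fluc cells in 5% FBS OPTI-MEM, 5000 cells/well, rested 2 h then exposed to compounds in concentration-response for 18-24 h at 37 °C. Viability by CellTiter-Fluor fluorescence (Ex 405/Em 525) after 30 min; luciferase luminescence (BugLite, 15 min, RT) read afterwards.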
Numbers without * were called inactive; i = inactive; ? = inconclusive; . = no result given; & = joins results of further samples. Unless noted, the call rests on the fitted dose curve; in most records, active means well fitted curve in the direction sought with a large enough effect; inconclusive means small, poorly fitted or top-dose-only effect, or another doubt; inactive means no such curve, though single readings can be large; an effect the other way counts as inactive or inconclusive. Random draw from the library; any-hit rate near 4.3%.

SMILES	HepG2 viability	CCT chaperon mod	Nrf2 block	Abeta rescue	Akt phos inh	Mm-Cpn inhibitor	Nrf2 activator	TGFb SMAD3 inh	A549 viability
C#CCN1C(=O)C(O)(CC(=O)/C=C/C=C/c2ccccc2)c2ccccc21 (stereo not given)	-32%	-0.9	-11%	-10%	i	-7%	?	?	2%
O=[N+]([O-])c1ccccc1S(=O)(=O)Oc1ccc(C(=S)N2CCOCC2)cc1	-16%	-1.1	22%	5%	i	0%	?	-13%	2%
O=C(Nc1ncccc1O)c1ccc(Cl)c(S(=O)(=O)N2CCCCC2)c1	-1%	-0.9	18%	-8%	i	1%	-0.2%	?	2%
COc1cccc(CNC(=O)CCNS(=O)(=O)c2cccc3nonc23)c1	-2%	0.3	-3%	?	i	-1%	0.2%	20%	-4%
COc1ccc(C(C#N)=C2C=CC(=NO)C(C)=C2Cl)cc1	-29%	0.5	6%	-14%	i	.	?	?	?
O=c1ncn(-c2cccc(Cl)c2)c2ccccc12	5%	-5.0	-12%	-3%	i	.	-0.7%	7%	0%
CCCCCN1C(C(=O)c2ccccc2)=C(NC(C)=O)c2ccccc2S1(=O)=O	-11%	.	?	-30%	.	.	0.6%	?	?
COc1ccc(Cn2c(CNC(=O)Cc3cccc([N+](=O)[O-])c3)nc3cccnc32)cc1	-17%	.	.	-10%	.	.	8.2%	?	-1%
NC(=S)N/N=C/c1ccc(-c2ccccc2)o1	-34%	-3.0	16%	?	i	-3%	11%	?	1%
Cc1cccc(OCC(=O)NCC(=O)N/N=C/c2ccccc2)c1	6%	0.8	-4%	14%	i	0%	0.2%	-5%	-11%
CC(=O)N1CCc2cc(S(=O)(=O)NC(Cc3ccccc3)C(=O)Nc3ccc(Cl)cc3)ccc21 (stereo not given)	0%	.	-15%	1%	.	.	0.7%	-19%	-2%
Cc1cc(S(=O)(=O)N2CCCC2)ccc1OCC(=O)N1CCCCC1	-9%	-0.6	6%	1%	i	1%	0.4%	-5%	1%
CCC(CO)NC(=O)c1cccc(S(=O)(=O)N2c3ccccc3CC2C)c1 (stereo not given)	-12%	0.7	0%	1%	i	1%	-0.2%	5%	6%
COc1ccc(C(CNC(=O)c2cccc(NS(=O)(=O)c3ccc(C)c(F)c3)c2)N(C)C)cc1 (stereo not given)	-30%	-1.8	4%	7%	i	-1%	3.5%	0%	-1%
O=C(CNC(=S)N(Cc1ccccc1)Cc1ccccc1F)NCCc1ccc(Cl)cc1	-31%	0.7	-9%	25%	i	3%	5.7%	?	2%
CCc1ccc(NC(=O)Cn2c(=O)nc(-c3ccccc3F)c3cc(Cl)ccc32)cc1	0%	.	.	-10%	.	.	1.0%	-2%	?
CCC(=O)N1c2ccc(S(=O)(=O)N3CCOCC3)cc2CC1C (stereo not given)	5%	-2.2	-1%	2%	i	-2%	-0.9%	4%	4%
COc1ccc(CNC(=O)CCCCCn2c(=O)[nH]c3ccccc3c2=O)cc1	-6%	.	.	3%	.	.	3.6%	27%	3%
Nc1ccccc1SC1CC(=O)N(Cc2ccccc2)C1=O (stereo not given)	-10%	2.1	3%	-32%	i	1%	4.5%	-17%	2%
CC(=O)N1C[C@H]2CON(C)[C@H]2C[C@H]1c1cccc(-c2cc(Cl)cc(Cl)c2)c1	-37%	-4.6	.	-3%	i	.	4.7%	-19%	.
COc1cc(NC(=O)NCC2CCN(Cc3ccc(C)cc3)CC2)cc(OC)c1OC	-24%&-4%	-0.6	?	-14%&-15%	i	4%	0.3%&4.5%	6%&19%	10%&1%
[O-][n+]1nc2ccccc2c2ccccc21	-65%	4.2	-17%	-9%	i	.	3.8%	2%	0%
CCCn1nc(C(=O)OCC(=O)Nc2ccc(C)cc2)c2ccccc2c1=O	-6%	-1.1	14%	-6%	i	-2%	0.3%	-6%	4%
C/C(=N/NC(=O)c1ccc2c(c1)OCO2)c1cccc(NC(=O)C(C)(C)C)c1	0%	0.3	10%	1%	i	1%	0.2%	-16%	-5%
Cc1ccc(-c2nn(-c3ccccc3)cc2C(=O)NCCCN2CCOCC2)cc1	-27%	0.0	16%	-10%	i	1%	-0.3%	-3%	11%
CC(C)c1ccc(N(CC(=O)O)S(=O)(=O)c2ccc3[nH]c(=O)c(=O)[nH]c3c2)cc1	9%	.	.	-32%	.	.	-0.2%	2%	14%
CCOC(=O)n1c(SCC(=O)N(CC)CC)nc2ccccc21	7%	1.1	27%	-13%	i	0%	-0.1%	11%	-2%
CC1(c2ccc(Cl)cc2)NC(=O)N(CC(=O)NCCC2=CCCCC2)C1=O (stereo not given)	-6%	-24	?	-19%	i	0%	-0.4%	?	3%
Fc1cc(Br)ccc1Nc1nc2ccccc2n2nnnc12	-23%	-1.7	?	4%	i	-1%	5.6%	-12%	-2%
COc1ccc(N(CC(=O)NCc2ccccc2Cl)S(=O)(=O)c2c(C)n[nH]c2C)cc1	15%	-0.4	17%	0%	i	-11%	-0.9%	12%	4%

Reprinted at random: 3 compounds from above, in no set order.
SMILES	HepG2 viability	CCT chaperon mod	Nrf2 block	Abeta rescue	Akt phos inh	Mm-Cpn inhibitor	Nrf2 activator	TGFb SMAD3 inh	A549 viability
C#CCN1C(=O)C(O)(CC(=O)/C=C/C=C/c2ccccc2)c2ccccc21 (stereo not given)	-32%	-0.9	-11%	-10%	i	-7%	?	?	2%
CC(=O)N1C[C@H]2CON(C)[C@H]2C[C@H]1c1cccc(-c2cc(Cl)cc(Cl)c2)c1	-37%	-4.6	.	-3%	i	.	4.7%	-19%	.
CC1(c2ccc(Cl)cc2)NC(=O)N(CC(=O)NCCC2=CCCCC2)C1=O (stereo not given)	-6%	-24	?	-19%	i	0%	-0.4%	?	3%

Next section.
SMILES	HepG2 viability	CCT chaperon mod	Nrf2 block	Abeta rescue	Akt phos inh	Mm-Cpn inhibitor	Nrf2 activator	TGFb SMAD3 inh	A549 viability
CC1CCN(C(=O)COC(=O)c2cc([N+](=O)[O-])ccc2N2CCOCC2)CC1	8%	-1.5	3%	9%	i	0%	0.6%	-2%	?
C=CCN1C(=O)/C(=C/N(C)C)S/C1=N\S(=O)(=O)c1cccs1	4%	1.1	.	6%	i	.	0.0%	6%	.
CCOc1ccc(NC(=O)CN(C)C(=O)CSCc2c(C)noc2C)cc1OCC	-8%	0.7	-8%	4%	i	-1%	0.4%	-11%	7%
COc1ccc(-c2noc(CCC(=O)Nc3cc(OC)ccc3OC)n2)cc1	-10%	0.4	.	-6%	i	1%	3.4%	?	0%
CCOC(=O)C1=C(c2ccccc2)OC(N)=C(C#N)C1c1ccncc1 (stereo not given)	-23%	-1.3	?	-9%	i	-14%	15%	0%	0%
COC(=O)c1ccc(C(NC(=O)OCc2ccccc2)/C(F)=C/[C@@H](C)C(=O)NCc2ccc(-c3ccccc3)cc2)cc1 (stereo not given in full)	-14%	-0.4	13%	2%	i	0%	1.3%	?	1%
O=C(Nc1ccc(N2CCN(C(=O)c3cccs3)CC2)cc1)c1cccnc1	3%	0.3	?	3%	i	-1%	-0.6%	-6%	-2%
O=C(CC1N=C2c3ccccc3N=C(SCc3ccccc3Cl)N2C1=O)NC1CCCCC1 (stereo not given)	-17%	.	.	-13%	.	.	-0.4%	?	2%
CC(OC(=O)CCc1nc2ccccc2c(=O)[nH]1)C(=O)Nc1ncc(Cl)cc1Cl (stereo not given)	-4%	-1.0	8%	-2%	i	-1%	0.1%	-2%	1%
CCOc1ccccc1C(=O)OCC(=O)NCC1CCCCC1	-18%	1.4	24%	-5%	i	2%	0.3%	-18%	13%
COC(=O)c1cc(Br)ccc1OC(=O)c1cccnc1	-11%	2.4	5%	-4%	i	-1%	-0.5%	-24%	-4%
O=C(COC(=O)c1nc(Cl)ccc1Cl)NNC(=O)c1ccccc1	-25%	-5.3	2%	-8%	i	-3%	-0.3%	3%	1%
CCOc1ccc(CCNC(=O)C2=C(C)C(=O)OC23CCC(C)CC3)cc1 (stereo not given)	-6%	-1.4	-5%	5%	i	3%	-1.0%	-20%	-5%
COc1ccc(C(CNc2ncnc3sccc23)N(C)C)cc1OC (stereo not given)	-17%	-2.2	22%	12%	i	-1%	2.8%	-3%	-12%
COC(=O)c1ccc(/C=N/NC(=S)NC(C)C)cc1	-1%	-2.4	-20%	28%	i	1%	-0.4%	0%	2%
COC(=O)N1C(=O)[C@](Cc2ccccc2)(c2ccccc2)N1C(=O)OC	-89%	-0.6	?	9%	i	-1%	7.7%	?	-17%
Cc1cccc(CC(=O)NCCc2sc3nc(-c4ccc(F)cc4)nn3c2C)c1	-22%	.	.	15%	.	.	3.1%	-19%	3%
O=C(NCc1ccc(Cl)cc1)c1noc2c1CCCCC2	0%	0.9	-19%	-24%	i	0%	1.5%	-4%	-3%
Cc1cccc(C2=NN(c3ccc(Br)cc3)[C@@H](C(=O)N3CCOC3=O)[C@@H]2C)c1	-33%	-3.5	-12%	17%	i	-20%	11%	?	0%
COC(=O)c1ccccc1NC(=O)COC(=O)c1cccnc1	-2%	-0.7	21%	7%	i	1%	0.4%	-6%	-2%
C/C=C/C(=O)Nc1ccc(N2CCN(c3ccc(C(F)(F)F)cn3)CC2)nc1	-10%	0.0	-15%	3%	i	2%	0.2%	-13%	9%
CCOc1ccc(C(CC(=O)O)NC(=O)C(Sc2ccccc2)c2ccccc2)cc1 (stereo not given)	-9%	-2.3	-6%	9%	i	0%	-0.7%	-14%	1%
C=CCN(CC=C)CC(O)Cn1c2ccccc2c2ccccc21 (stereo not given)	-38%	-1.2	?	25%	i	-1%	13%	?	?
